Compound activity as filed in PubChem BioAssay.
PGK inhibitor – inhibitors of T. brucei phosphoglycerate kinase | AID 602233 | Potency, µM (top dose mostly 57.5 µM), inactives show at the highest dose activity change, negative = inhibition, usual class: inhibitors | 0.043% of 380,000 active | PGK/GAPDH coupled, Kinase-Glo luminescence, 60 min | P07378; note: % is set by controls: 0 for no effect and ±100 for the full control effect; nearly all actives have a fitted effect of over 60% in size
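Luminescent ATP detection (Kinase-Glo Plus) follows a 60-minute room-temperature incubation, with wells lacking PGK as controls. Buffer: 100 mM TEA (pH 7.6), 5 mM MgCl2, 0.01% Tween-20. Coupling enzyme GAPDH (100 nM final) supplies unstable 1,3-BPG in-well.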
HP1b chromo inh – HP1-beta chromodomain-methylated histone interaction inhibition; AlphaScreen HP1-beta / biotin-H3K9me3 peptide binding; AID 540317; Potency, µM (doses to about 114 µM), for inactives: at the top dose activity change, negative = inhibition, hits mostly inhibitors; 0.56% of 390,000 active; P83916; note: nearly all actives have a fitted effect of over 70% in size; inactives centre near 23
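HP1-beta protein (50 nM final) preincubated 30 min at room temperature with biotinylated H3(1-18)K9me3 peptide (50 nM) in PBS pH 7.4, 0.01% Tween-20, then compound added for 30 min. AlphaScreen streptavidin donor/nickel chelate acceptor beads (10 ug/mL final), 30 min dark, luminescence read.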
ERG-DNA inh – ERG Ets/DNA interaction inhibition | P11308 | fluorescence polarization, His-ERG Ets domain / labelled DNA | Potency, µM (series often up to 76.9 µM), inactives show at the highest dose FP activity, negative = inhibition, usual class: inhibitors | 0.028% of 370,000 active | AID 624246; active = well fitted inhibition curve with a large enough effect in the polarisation, with a control signal flat; inconclusive = small, poorly fitted or top-dose-only effect, or effect the other way, or a change in a side signal; inactive = no such curve, though single readings can be large or run the other way; the % refers to the polarisation;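 note: polarization taken with two DNA probes labelled with fluorescein and Texas red; % of control where 0% means no effect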
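His-tagged ERG Ets domain (1 uM in the protein solution; 300mM KCl, 50mM Tris-HCl, 1mM EDTA, 1mM DTT, pH 7.5) received compound, then a probe mix of 5 nM fluorescein-DNA and 100nM Texas-615-DNA. Fluorescence polarization was read for both dyes.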
RGS4 inhibitor – inhibitors of human regulator of G protein signaling 4; Transcreener GDP fluorescence polarization, RGS4-accelerated GTP hydrolysis; AID 504845; P49798; 0.039% of 390,000 active; Potency, µM (series often up to 114 µM), without a hit: at the highest dose activity change, negative = inhibition, most hits filed as inhibitors; note: % is set by controls: 0 for no effect and ±100 for the full control effect; nearly all actives have a fitted effect of over 75% in size; some results filed as inactive show a strong effect at the top dose
Target sequence (P49798 whole entry, looked up): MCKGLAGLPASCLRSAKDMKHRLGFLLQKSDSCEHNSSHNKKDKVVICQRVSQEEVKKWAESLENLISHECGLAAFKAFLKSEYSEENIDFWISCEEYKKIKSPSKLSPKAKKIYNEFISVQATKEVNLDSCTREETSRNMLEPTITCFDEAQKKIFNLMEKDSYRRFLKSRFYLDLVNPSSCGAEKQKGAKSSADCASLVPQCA
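MLSMR compounds (23 nl, pin-transferred) preincubated 10 min at room temperature with a 500nM (2x) first reagent, then RGS4 at 900nM (2x) plus Transcreener GDP mix added; fluorescence polarization (620/688 nm) read before and after 90 min at 30 °C.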
JMJD2A Tudor – JMJD2A Tudor domain (human) inhibition; AID 504339; 4.4% of 390,000 active; Potency, µM (titrated, usually from 114 µM), inactives show top-dose activity change, negative = inhibition, actives largely listed as inhibitors; AlphaScreen JMJD2A-Tudor / H3K4me3 peptide binding; O75164; note: % is set by controls: 0 for no effect and ±100 for the full control effect; nearly all actives have a fitted effect of over 50% in size
ALOX12 inh – blocks human arachidonate 12S-lipoxygenase | 1.1% of 580,000 active | Potency, µM (top dose mostly 108 µM), for inactives: at the top dose activity change, negative = inhibition, usual class: inhibitors | P18054 | purified 12hLO, xylenol orange hydroperoxide absorbance | AID 1671190; note: % is set by controls: 0 for no effect and ±100 for the full control effect
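Hydroperoxide product was detected by ferrous iron/xylenol orange as the 573 to 405 nm absorbance ratio. Arachidonic acid at 40 uM (final) was turned over for 30 min at room temperature by 150 nM human 12hLO, pH 7.0 Hepes buffer, after 15 min compound preincubation.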
Pin1 inh – blocks the human prolyl isomerase Pin1. Q13526. Pin1 FP peptide displacement, HiFluor488, 10 min. Potency, µM (top dose mostly 115 µM), for inactives: at the highest dose activity, negative = inhibition, most hits filed as inhibitors. 0.009% of 390,000 active. AID 504891; active = well fitted inhibition curve with a large enough effect in the polarisation, with a control signal flat, not every such curve was filed as active; inconclusive = small, poorly fitted or top-dose-only effect, or effect the other way, or a change in a side signal; inactive = no such curve, though single readings can be large or run the other way; the % refers to the polarisation; note: % is set by controls: 0 for no effect and ±100 for the full control effect
Target sequence (Q13526 whole entry, looked up): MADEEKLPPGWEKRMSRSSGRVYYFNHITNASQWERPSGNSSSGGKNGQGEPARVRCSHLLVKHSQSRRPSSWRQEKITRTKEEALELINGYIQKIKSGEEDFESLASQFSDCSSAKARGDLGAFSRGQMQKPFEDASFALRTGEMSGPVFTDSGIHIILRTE
GLS inhibitor – blocks human kidney-isoform glutaminase activity; 0.21% of 410,000 active; O94925; Potency, µM (series often up to 45.5 µM), for inactives: top-dose activity change, negative = inhibition, actives largely listed as inhibitors; GLS enzymatic activity, qHTS titration; AID 624170; note: % is set by controls: 0 for no effect and ±100 for the full control effect
Target sequence (O94925 whole entry, looked up, canonical isoform): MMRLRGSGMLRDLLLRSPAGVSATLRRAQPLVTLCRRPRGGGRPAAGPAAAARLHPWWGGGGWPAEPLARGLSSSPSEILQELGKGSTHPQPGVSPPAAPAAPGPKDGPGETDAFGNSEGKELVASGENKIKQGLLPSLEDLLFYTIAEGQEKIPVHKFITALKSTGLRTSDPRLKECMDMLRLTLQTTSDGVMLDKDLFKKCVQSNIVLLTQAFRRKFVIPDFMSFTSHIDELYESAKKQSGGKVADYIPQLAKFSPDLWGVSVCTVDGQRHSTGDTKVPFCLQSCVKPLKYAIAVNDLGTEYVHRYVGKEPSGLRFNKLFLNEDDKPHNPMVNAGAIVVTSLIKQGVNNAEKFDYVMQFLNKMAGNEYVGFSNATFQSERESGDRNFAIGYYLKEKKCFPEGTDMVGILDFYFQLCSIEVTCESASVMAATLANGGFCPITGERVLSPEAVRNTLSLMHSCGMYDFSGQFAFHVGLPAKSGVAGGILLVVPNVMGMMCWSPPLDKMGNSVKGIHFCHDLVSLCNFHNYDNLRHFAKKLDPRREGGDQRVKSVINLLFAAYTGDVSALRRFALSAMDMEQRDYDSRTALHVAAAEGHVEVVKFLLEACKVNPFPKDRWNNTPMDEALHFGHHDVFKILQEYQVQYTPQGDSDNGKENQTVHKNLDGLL
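Two-point fluorescence kinetic (t0, 30 min RT) for hKGA; glutamate detected via glutamate oxidase–HRP–Amplex Red. Substrate: 1 mM L-glutamine solution; buffer 45 mM KH2PO4, pH 8.2.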
TrxR1 inh – rat TrxR1 inhibition; 1% of 390,000 active; Potency, µM (top dose mostly 114 µM), without a hit: at the top dose activity change, negative = inhibition, actives largely listed as inhibitors; AID 588453; recombinant rTrxR1, NADPH fluorescence consumption, selenite substrate; note: % is set by controls: 0 for no effect and ±100 for the full control effect; nearly all actives have a fitted effect of over 65% in size
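Rat TrxR1 (90 nM in the dispensed reagent) was pre-reduced with 400 uM NADPH for 5 min at room temperature, then incubated with compound for 15 min. After 400 uM selenite was added, NADPH fluorescence (Ex 340/Em 450 nm) was followed for 8 min.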
Starred values were filed as active, the others as inactive; i = inactive; ? = inconclusive; / = no result given; & = joins results of further samples; [ ] = dose if it differs, or a comment. Unless noted, calls come from the whole dose curve; as a rule, active = well fitted curve in the direction sought with a large enough effect; inconclusive = small, poorly fitted or top-dose-only effect, or another doubt; inactive = no such curve, though single readings can be large; an effect the other way counts as inactive or inconclusive. Potency is the fitted concentration of half-maximal effect.

Start of the data: the first 2 records, ahead of the listing:
SMILES | PGK inhibitor | HP1b chromo inh | ERG-DNA inh | RGS4 inhibitor | JMJD2A Tudor | ALOX12 inh | Pin1 inh | GLS inhibitor | TrxR1 inh
CON(C)C(=O)CCN(C(=O)OC(C)(C)C)c1ccccc1 | i | 23% | 6% | 8% | -32% | 19% | -5% | -1% | 19%
CCc1nc2oc3ccccc3c(=O)c2cc1C(=O)OC | -5% | 35% | 12% | 2% | 2% | / | -9% | 114%[activator] | 7%[57.1 µM]

Results, from the start:
SMILES | PGK inhibitor | HP1b chromo inh | ERG-DNA inh | RGS4 inhibitor | JMJD2A Tudor | ALOX12 inh | Pin1 inh | GLS inhibitor | TrxR1 inh
CON(C)C(=O)CCN(C(=O)OC(C)(C)C)c1ccccc1 | i | 23% | 6% | 8% | -32% | 19% | -5% | -1% | 19%
CCc1nc2oc3ccccc3c(=O)c2cc1C(=O)OC | -5% | 35% | 12% | 2% | 2% | / | -9% | 114%[activator] | 7%[57.1 µM]
COc1ccc(Cc2nnc(SCc3nc4ccccc4c(=O)[nH]3)n2C)cc1 | 4% | 21% | / | -3% | -9% | 23% | -2% | 8% | ?
CCOC(=O)c1c(C)c(C(=O)NCCc2ccc(S(N)(=O)=O)cc2)c(C)n1CC | -3% | 20% | -2% | -23% | -12% | 3% | -3% | -10% | -14%
CC(C)OC(=O)CSc1nnc(Cc2ccccc2)n1Cc1ccco1 | -3% | 8% | -7% | -13% | -12% | -7% | 1% | 2% | ?
Cc1ccc2c(c1)N(CCC(=O)NCc1ccccc1Cl)C(=O)CO2 | 0% | 43%[activator] | -3% | -14% | 4% | -4% | 3% | 8% | 9%
COc1ccc(S(=O)(=O)N2CCCC(C(=O)Nc3ccc(NC(=O)c4ccccn4)cc3)C2)cc1 (stereo unspecified) | i | 52%[activator] | 7% | -26% | -25% | -1% | 18% | -8% | 16%
COc1ccccc1CNC(=O)/C(C#N)=C/c1ccc(OC)c(OC)c1OC | -9% | 22% | -10% | 1% | -19% | 0% | -3% | 0% | 9%
C/C(N)=C(/C#N)C(=O)CSc1nc2scc(-c3ccc(F)cc3)c2c(=O)n1C | 1% | 37% | 2% | 0% | -8% | -19% | 1% | 5% | 20%
O=S(=O)(Cc1ccccc1)N1CCN(Cc2ccccc2)CC1 | -10% | 18% | -9% | 8% | -12% | 8% | -6% | -4% | 1%
Cc1ccc(NC(=O)CSc2nc3c(cc2C#N)C(=O)CCC3)cc1S(=O)(=O)N(C)C | 2% | 7% | -2% | 4% | -12% | -9% | 1% | 3% | 0%
O=C(COc1ccccc1)N[C@@H]1c2ccccc2CC[C@H]1OCc1ccccc1 | 2% | 50%[activator] | 1% | -9% | 8% | ? | -2% | -2% | 4%
Cc1onc(-c2c(F)cccc2Cl)c1C(=O)Nc1ccccc1N1CCOCC1 | i | -17% | 29% | -27% | ? | 99%[activator] | -2% | 0% | 6%[57.1 µM]
Cc1ccn2c(=O)cc(COc3cccc(NC(=O)Nc4cccc(Cl)c4C)c3)nc2c1 | -10% | 17%[57 µM] | -10% | 39% | -19% | -29% | ? | -12% | 18%[57.1 µM]
O=C(CCc1n[nH]c(=O)[nH]c1=O)N1CCCCC1 | -5% | 63%[activator] | 4% | -10% | -17% | 6% | 19% | -1% | 12%
CCCNc1nc2c(c(=O)n(C)c(=O)n2C)n1CCC(C)C | 2% | 6% | 3% | -19% | -8% | 414%[activator] | 7% | 16% | -6%
COC(=O)C1=C[C@@H](C(=O)OC)[C@@H]2C3=C(C(=O)[C@]2(C)NC(=O)c2ccccc2)[C@H](C)n2c(=O)n(-c4ccccc4)c(=O)n2[C@@H]3C1 | i | 36% | 7% | 2% | -15% | -9% | 1% | 4% | -22%
CCCCCN(C(=O)COC(=O)CSc1ccc([N+](=O)[O-])cc1)c1c(N)n(CCCC)c(=O)[nH]c1=O | -5% | -22% | 4% | -9% | -23% | -7% | 1% | -1% | 19%
COc1ccc(N2C(=O)CC(Cc3ccccc3OC)C2=O)cc1 (stereo unspecified) | -7% | 68%[activator] | -4% | -30% | 9%[57.1 µM] | -18% | 2% | -10% | 12%[57.1 µM]
Cc1cc(C)cc(NC(=O)NCc2c(-c3ccccc3)noc2C)c1 | -5% | -6% | 3% | -1% | -9% | 0% | 0% | 3% | 3%[57.1 µM]
C=CCN1C(=O)/C(=C\C(C)=C\c2ccccc2)SC1=S | 1% | ? | 7% | -2%[56.9 µM] | ? | 0% | 2% | 10% | -14%
O=C(NCC(c1cccnc1)N1CCN(c2ccccc2F)CC1)c1ccco1 (stereo unspecified) | -3% | 50%[activator] | -5% | -17% | -1% | 8% | 0% | -4% | -12%[57.1 µM]
COc1cccc(C(=O)Nc2cccc3ccccc23)c1OC | i | 73%[activator] | 5% | 17% | 28% | -2% | ? | -8% | 22%
O=C(Cc1ccccc1)NNC(=O)Nc1ccc(Cl)c(Cl)c1 | -4% | 39%[activator] | 7% | 16% | 1% | 3% | -5% | -1% | 12%[57.1 µM]
COc1ccc(NC2CCCN(C(=O)CCN3CCCC3=O)C2)cc1OC (stereo unspecified) | 1% | 19% | 3% | -19% | -16% | 5% | -18% | 5% | 5%
SMILES | PGK inhibitor | HP1b chromo inh | ERG-DNA inh | RGS4 inhibitor | JMJD2A Tudor | ALOX12 inh | Pin1 inh | GLS inhibitor | TrxR1 inh
O=C(O)c1ccc(Cn2cnc3cccnc32)cc1 | -7%&-2% | 41%&20%[activator] | -2%&-19% | -20%&-15% | -15%&-23% | -14%&-23% | ? | -1%&2% | 7%
CCC(C)(C)C1CCc2c(sc(NC(=O)C3c4ccccc4Oc4ccccc43)c2C(N)=O)C1 (stereo unspecified) | i | 15% | 6% | 4% | -27% | 0% | -1% | 6% | 24%
COC(=O)c1ccccc1NC(=O)c1cc(=O)c2ccc(C)c(C)c2o1 | 8% | 50%[activator] | 1% | -6% | -5% | 0% | 1% | -1% | 27%
O=C(COc1ccccc1Cl)NNC(=O)c1cc(S(=O)(=O)N2CCOCC2)ccc1N1CCCC1 | -2% | 20% | 0% | 7% | -19% | 4% | -1% | 15% | 0%
Cn1c(=O)c2c(ncn2CC(=O)Nc2ccccc2Sc2ccccc2)n(C)c1=O | -7% | 21% | / | -18% | -12% | 8% | 0% | 7% | 11%
COc1ccc(/C=C2/NC(=O)N(Cc3ccccc3F)C2=O)cc1OC | 10% | 36% | -5% | -13% | -4% | 1% | -1% | -1% | 8%
Cc1ccc(C(=O)OCCN2CCN(c3ncc(C(F)(F)F)cc3Cl)CC2)cc1 | -6% | 43%[activator] | -2% | 23% | 16% | -25% | -7% | 5% | -6%
CCCOc1ccc(NC(=O)C2CCCNC2=O)cc1 (stereo unspecified) | 5% | -11% | 6% | 5% | ? | 1% | -2% | 5% | 11%[57.1 µM]
CCOC(=O)CSc1nc2cc(C(=O)N3CCC(C(N)=O)CC3)ccc2c(=O)n1C1CCCCC1 | -3% | 20% | 2% | -8% | 1% | -2% | 2% | -3% | 22%[57.1 µM]
COc1cc(C)ccc1OCCCn1c(-c2ccc(Cl)cc2)nc2ccccc2c1=O | i | 57%[activator] | -5% | -9% | -1% | -9% | -6% | 0% | 15%
Cc1cc(O)c(Sc2ccc(Cl)cc2)c(=O)[nH]1 | 1% | 38% | -4% | 11% | -7% | ? | -2% | -1% | 39%[activator]
Cc1cc(C(=O)CCC(=O)N(C)CC(=O)Nc2c(Cl)cccc2Cl)c(C)s1 | -7% | 19% | -9% | -12% | -10% | -12% | 1% | 2% | 1%
COc1cc(C)nc(N2CCCC(C(=O)Nc3cc(Cl)ccc3OC)C2)n1 (stereo unspecified) | -6% | 43%[activator] | 5% | 1% | 9% | 0% | 9% | 4% | 52%
CCc1ccc(-c2nnn(CCC#N)n2)cc1 | -2% | 42%[activator] | -3% | 17% | -8% | -6% | -3% | 1% | 31%
COC(=O)C(Cc1cnc(Cl)s1)(C(=O)OC)c1ccc([N+](=O)[O-])cc1[N+](=O)[O-] | -5% | -7% | -9% | -7% | ? | -17% | 7% | -1% | -7%

Structural class, the compounds so far with a furan ring, fused or not (two)
SMILES | PGK inhibitor | HP1b chromo inh | ERG-DNA inh | RGS4 inhibitor | JMJD2A Tudor | ALOX12 inh | Pin1 inh | GLS inhibitor | TrxR1 inh
CC(C)OC(=O)CSc1nnc(Cc2ccccc2)n1Cc1ccco1 | -3% | 8% | -7% | -13% | -12% | -7% | 1% | 2% | ?
O=C(NCC(c1cccnc1)N1CCN(c2ccccc2F)CC1)c1ccco1 (stereo unspecified) | -3% | 50%[activator] | -5% | -17% | -1% | 8% | 0% | -4% | -12%[57.1 µM]

Single values from the list:
Cc1ccc(C(=O)OCCN2CCN(c3ncc(C(F)(F)F)cc3Cl)CC2)cc1 in RGS4 inhibitor is entered as 23%
O=C(COc1ccccc1Cl)NNC(=O)c1cc(S(=O)(=O)N2CCOCC2)ccc1N1CCCC1 in HP1b chromo inh is entered as 20%
COc1ccc(/C=C2/NC(=O)N(Cc3ccccc3F)C2=O)cc1OC in ERG-DNA inh is entered as -5%
Cc1ccc2c(c1)N(CCC(=O)NCc1ccccc1Cl)C(=O)CO2 in ERG-DNA inh is entered as -3%

Not all compounds are listed, so the mix of outcomes need not match the whole.
